ELG1 repair inh = ELG1-dependent DNA repair inhibition; HEK293T ELG1-luciferase reporter, luminescence, 16 h; DNA damage induced by 5-fluorouridine; Potency, µM (highest dose often 46.1 µM), inactives show at the top dose activity change, negative = inhibition, usual class: inhibitors; 330,000 tested, 2.3% active; note: potency is the fitted concentration of half-maximal effect; % is set by controls: 0 for no effect and ±100 for the full control effect; nearly all actives have a fitted effect of over 55% in size
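Reporter activity after DNA damage by 5-fluorouridine is monitored. Compound-treated cells incubate 16 hr at 37 °C, then ONE-Glo is added for 30 min before luminescence reading.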
Eya2 phos inh = inhibitors of human Eya2 phosphatase activity. O00167. recombinant Eya2, OMFP fluorescence dephosphorylation (OMFP is methylfluorescein phosphate). Potency, µM (highest dose often 76.9 µM), for the others: at the top dose activity, negative = inhibition, actives largely listed as inhibitors. 330,000 tested, 0.006% active. AID 488837; note: potency is the fitted concentration of half-maximal effect; % is set by controls: 0 for no effect and ±100 for the full control effect
Target sequence (O00167 whole entry, looked up): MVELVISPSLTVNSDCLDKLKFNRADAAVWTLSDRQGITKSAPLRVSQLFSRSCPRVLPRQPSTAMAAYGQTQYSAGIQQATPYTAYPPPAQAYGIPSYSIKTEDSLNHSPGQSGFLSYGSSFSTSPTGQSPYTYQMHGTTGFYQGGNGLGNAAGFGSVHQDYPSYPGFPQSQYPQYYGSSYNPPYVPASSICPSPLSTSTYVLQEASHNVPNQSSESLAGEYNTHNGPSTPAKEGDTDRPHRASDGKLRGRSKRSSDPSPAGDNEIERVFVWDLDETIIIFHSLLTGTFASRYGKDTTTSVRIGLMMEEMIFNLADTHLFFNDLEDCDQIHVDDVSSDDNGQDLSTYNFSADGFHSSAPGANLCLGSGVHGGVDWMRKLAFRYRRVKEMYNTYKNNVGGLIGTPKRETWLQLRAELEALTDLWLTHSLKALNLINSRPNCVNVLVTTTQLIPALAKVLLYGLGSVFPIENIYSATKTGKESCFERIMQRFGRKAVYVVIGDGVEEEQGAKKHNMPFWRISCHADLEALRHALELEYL
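Eya2 (0.2 uM) preincubated 10 min at ambient with compound, then OMFP substrate added at 50 uM; 10 min reaction in 50 mM HEPES pH 7.5, 50 mM NaCl, 5 uM MgCl2, 0.05% BSA, 1 mM DTT. Fluorescence read at Ex 485/Em 525 nm.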
TSHR antagonist = human thyrotropin receptor antagonism; P16473; TSHR-expressing cells, TSH-stimulated cAMP HTRF, 2 h; hits give low values; activity change, negative = inhibition, % at 11.5 µM; 330,000 tested, 0.2% active; AID 504810;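 active = activity change below a set negative limit, meaning inhibition stronger than a set level, cut at about -70% in these data; inconclusive = activity change between two set negative limits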; note: % is set by controls: 0 for no effect and ±100 for the full control effect
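Inhibition of cAMP made by TSHR-expressing cells under TSH stimulation (4nM final, EC80; 2 h, 37 deg C) is quantified with a one-step lysis HTRF kit, anti-cAMP cryptate versus cAMP-d2.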
AT treatment = potential ataxia-telangiectasia treatments restoring KAP-1 phosphorylation; 320,000 tested, 0.19% active; Potency, µM (top dose mostly 57.5 µM), for the others: at the highest dose activation, actives largely listed as activators; […] A-T fibroblasts, KAP-1 phosphorylation AlphaLISA; neocarzinostatin DNA damage 30 min before lysis; note: potency is the fitted concentration of half-maximal effect; % of control where 0% means no effect; nearly all actives have a fitted effect of over 45% in size
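ATM-like activity read as KAP-1 phosphorylation via AlphaLISA donor/acceptor antibody pairs after lysis and 6 hr at 25C. Cells were ATM-null patient fibroblasts ([…], hTERT), dosed 60 min, then exposed to the DSB inducer NCS for 30 min.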
TCR act = activators of T cell receptors; primary human leukocytes, anti-CD3, IL-2 HTRF, 48 h; Potency, µM (titrated, usually from 9.22 µM), for inactives: top-dose activation of IL-2 secretion, usual class: activators; 330,000 tested, under 10 active; note: % of control where 0% means no effect
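IL-2 produced over 48 hr by a-CD3 bead-stimulated primary human leukocytes exposed to compounds was detected with a homogeneous time-resolved FRET immunoassay, 665nm acceptor signal after 320nm excitation.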
TRPV1 ag = human TRPV1 agonism; Q8NER1; activation, % at 8.33 µM; AID 540275; TRPV1-expressing cells, Fluo-8 calcium influx, agonist mode; 320,000 tested, 0.19% active; in the data active = activation above about 80%; inconclusive = between about 30% and that limit; note: 0% is about no effect
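Cells expressing TRPV1 were dye-loaded with Fluo-8 and read kinetically: 10 s baseline, 3 min after compound (agonist portion), then 2 min after EC20 capsaicin (allosteric enhancer portion). Calcium-bound dye fluorescence at 480/520 nm.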
Mito fusion yeast = blocks mitochondrial division or promotes mitochondrial fusion; 320,000 tested, 0.23% active; S. cerevisiae fusion-defective mutant growth rescue, CellTiterGlo 48 h; Potency, µM (highest dose often 46.1 µM), for the others: top-dose growth rescue (activation), hits mostly activators;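 note: potency is the fitted concentration of half-maximal effect; % of control where 0% means no effect; nearly all actives have a fitted effect of over 45% in size; temperature-sensitive fusion mutants such as fzo1-1 at 37 °C on non-fermentable ethanol glycerol medium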
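Growth-rescue viability read-out: after 48 h at the non-permissive 37C in glycerol/ethanol YPEG, yeast mitochondrial fusion mutants are measured by CellTiterGlo luminescence; compounds (23 nl pinned per well) restoring growth score as division inhibitors or fusion activators.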
KCNH2 3.1 inh = inhibitors of human KCNH2 3.1 potassium channel isoform; U2OS KCNH2 3.1, thallium flux FluxOr; hits give low values; activity change, % (tested at about 1.8 µM); 340,000 tested, 0.95% active;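 active = maximum activity change below -70%; inconclusive = maximum activity change from -70% to -50%; inactive = maximum activity change above -50%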;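 note: thallium influx rate constant from kinetic fluorescence after stimulation buffer; % is set by controls: 0 for no effect and ±100 for the full control effect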
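Channel expression came from 3.1 mutant virus (1.77 x 10^8 /mL) applied to suspended U2OS cells for 4 h. Flux was tracked with FluxOr dye plus Red40 quencher, and kinetic rate constants normalized to controls.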
KCNH2 WT inh = inhibitors of human wildtype KCNH2 potassium channel | U2OS, BacMam KCNH2, thallium flux FluxOr; hits give low values | activity change, % at 1.84 µM | 340,000 tested, 0.37% active | AID 720551;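 active = maximum activity change below -70%; inconclusive = maximum activity change between -70% and -50%; inactive = maximum activity change above -50%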; note: % is set by controls: 0 for no effect and ±100 for the full control effect
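U2OS cells were transduced with wild-type KCNH2 virus (2.03 x 10^8 / mL) for 4 h at room temperature, then cultured overnight at 37 C. Thallium flux was read with FluxOr dye. Rate constants were normalized to DMSO controls.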
USP2a inh = USP2a (human) protease inhibition. 330,000 tested, 0.01% active. USP2 core, Ub-CHOP2 coupled fluorogenic reporter, 485/531. AID 463254. Potency, µM (highest dose often 38.3 µM), inactives show top-dose activity change, negative = inhibition, hits mostly inhibitors. O75604;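 note: potency is the fitted concentration of half-maximal effect; plate controls were DMSO wells for no effect and full inhibition by NEM control for full effect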
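Cell-free coupled assay: 10nM USP2 core preincubated 30min RT with compound in Tris-HCl pH 8.0/CaCl2/CHAPS buffer, then 25nM Ub-CHOP2 and 25nM reporter substrate; fluorescence (Ex 485/Em 531) read after 60min RT, normalized to NEM inhibition, concentration-response curves fitted.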
Numbers without * were called inactive; ? = inconclusive; nt = not tested or not shown; [ ] = another dose, or the depositor's remark. Unless noted, calls come from the whole dose curve; as a rule, active = well fitted curve in the direction sought with a large enough effect; inconclusive = small, poorly fitted or top-dose-only effect, or another doubt; inactive = no such curve, though single readings can be large; an effect the other way counts as inactive or inconclusive.

cpd	mol	ELG1 repair inh	Eya2 phos inh	TSHR antagonist	AT treatment	TCR act
1	Cc1cc(C)c(S(=O)(=O)Nc2ccnc(-c3cccnc3)n2)c(C)c1	2.2%	27.1%	-0.5	3.5%	-3.5%
2	O=S(=O)(c1ccccc1)[C@@]1(c2ccccc2)C[C@@H]2ON=C(c3cccc(Br)c3)[C@@H]2C1	3.9%	14.0%	17.5	6.0%	0.1%
3	O=S(=O)(NCc1csc(-c2cccs2)n1)c1cccc(C(F)(F)F)c1	-13.4%	-19.4%	-0.6	1.1%	-2.8%
4	NC(=O)N/N=C/c1c(F)cccc1F	16.3%	0.1%	17.9	-5.2%	-2.1%[46.1 µM]
5	CCOC(=O)N1CCN(c2nc(C)c3c(n2)CCCC3=O)CC1	?	7.1%	6.0	nt	-5.2%
6	O=C1C(Cc2cccc([N+](=O)[O-])c2)S/C(=N/N=C/c2ccco2)N1c1ccccc1 (stereo not drawn)	1.9%	3.7%	-8.3	-2.5%	-2.4%[46.1 µM]
7	CCc1ccc(CN2CCN(C(=O)c3ccco3)CC2)cc1	-0.7%	1.9%	5.4	-0.7%	-1.3%
8	O=[N+]([O-])c1cc(S(=O)(=O)Nc2ccccc2)ccc1N1CCN(c2ccccc2)CC1	?	4.0%	-25.6	-0.5%	0.9%[46.1 µM]
9	Cc1ccccc1C(=O)Nc1cc(C(F)(F)F)ccc1-n1cncn1	2.7%	-26.8%	-14.6	-0.7%	-0.8%
10	CCOc1ccccc1NC(=O)CCCNC(=O)Cn1cnc2sc(C)c(C)c2c1=O	-13.9%	-0.2%	-8.3	4.4%	-2.6%

cpd	TRPV1 ag	Mito fusion yeast	KCNH2 3.1 inh	KCNH2 WT inh	USP2a inh
1	-2.2	17.5%	26.8	-7.9	4.3%
2	-0.7	4.7%	-16.6	-0.1	2.0%
3	1.3	10.8%	-33.2	-1.6	6.1%
4	1.2	1.0%	-12.1	-4.4	1.9%
5	8.7	5.2%	-2.0	-10.1	3.9%
6	-0.7	0.4%	10.6	1.0	0.1%
7	9.1	-2.0%	-0.6	17.4	3.8%
8	-0.2	20µM*	-4.3	-4.0	-8.4%
9	?	9.5%	1.4	5.2	-5.1%
10	0.3	0.7%	-14.8	7.0	3.4%

(listing goes on)
cpd	mol	ELG1 repair inh	Eya2 phos inh	TSHR antagonist	AT treatment	TCR act
11	CC(C)CNC(=O)C1CC(=O)OC12CCCCC2 (stereo not drawn)	11.4%	6.3%	9.6	8.0%	-0.1%
12	COc1ccc(S(=O)(=O)N2CCOCC2)cc1NC(=O)Cc1cccs1	5.0%	-4.7%	4.0	-2.5%	9.6%
13	CCc1cc(=O)oc2c3c(cc(OCC(=O)NCCCn4ccnc4)c12)OC(C)(C)CC3	?	2.9%	-8.3	7.5%	-4.4%
14	CC(C)CN(C(=O)c1cc([N+](=O)[O-])cc([N+](=O)[O-])c1)C1CCS(=O)(=O)C1 (stereo not drawn)	?	-12.3%	1.3	8.3%	3.4%
15	COc1ccc(OC)c(N(CC(=O)NCCc2ccc(OC)c(OC)c2)S(=O)(=O)c2ccccc2)c1	-20.3%	-21.1%	-5.9	3.7%	1.2%
16	O=CN1CCN(C(=O)c2cccc([N+](=O)[O-])c2)CC1	-9.7%	-3.6%	1.0	-27.2%	2.5%
17	CCCCCCCc1nc2sc3c(c2c(=O)n1N)CC(C)(C)OC3	?	4.2%	-7.7	38.5%	-5.5%
18	O=C(Nc1ccccc1C(F)(F)F)N1CCCC(O)C1 (stereo not drawn)	10.6%	12.5%	-3.8	-1.0%	-5.1%
19	Cc1ccc(-c2ccc(C(=O)O)[nH]2)cc1	?	-19.8%	-3.9	-7.0%	1.4%
20	O=C(CSc1nc2ccccc2nc1N1CCCC1)Nc1ccc(Cl)cc1	3.1%	?	-1.6	14.9%	-41.9%

cpd	TRPV1 ag	Mito fusion yeast	KCNH2 3.1 inh	KCNH2 WT inh	USP2a inh
11	2.7	-4.0%	16.4	-1.9	-1.2%
12	-13.2	4.5%	-11.3	-5.4	-3.6%
13	3.4	-0.8%	4.4	-3.0	-2.0%
14	-2.6	2.1%	-41.0	-10.7	-0.2%
15	3.5	2.9%	-20.6	-1.3	1.7%
16	-0.6	2.3%	20.9	-5.2	3.9%
17	-0.4	3.7%	-0.5	-6.4	-0.3%
18	-3.0	-3.2%	15.0	4.9	1.0%
19	0.3	1.2%	-36.8	6.2	1.7%
20	29.2	-5.8%	-5.8	-5.5	2.1%

(cont.)
cpd	mol	ELG1 repair inh	Eya2 phos inh	TSHR antagonist	AT treatment	TCR act
21	CCOc1ccc2nc(SCC#N)c(C#N)cc2c1	?	-2.9%	14.9	3.0%	1.8%
22	CSC1=C(C#N)C(C)CC(=O)N1 (stereo not drawn)	-0.7%	-0.5%	8.9	-6.6%	-0.2%
23	Cc1ccc(N(C(=O)c2csnn2)C(C(=O)NC(C)(C)C)c2cccs2)cc1 (stereo not drawn)	-15.0%	-2.0%	4.4	3.4%	-2.0%
24	COc1ccc(CNC(=O)C(NS(=O)(=O)c2ccc3c(c2)CCCN3C(C)=O)C(C)C)cc1 (stereo not drawn)	-1.3%	10.8%	-8.2	-2.3%	-1.5%
25	C=CCn1c(=N)c(C#N)cc2c(=O)n3ccccc3nc21	8.2%	-2.5%	3.5	-2.9%	0.6%[46.1 µM]
26	COc1ccc(Nc2nc(N)nc(CSc3nccc(C)n3)n2)cc1	?	-10.7%	-4.2	-0.9%	-2.4%
27	COc1ccc(OC)c(/C=c2\sc3nc(-c4cccs4)nn3c2=O)c1	-0.1%	-22.5%	7.9	-5.0%	0.6%
28	Cc1c([N+](=O)[O-])cc(S(=O)(=O)Nc2ccncc2)cc1[N+](=O)[O-]	2.0%	2.0%	-1.0	13.1%	-5.2%
29	CC(=O)c1cc2c(cc1NC(=O)CCn1cccc1)OCO2	-12.9%	-14.7%	-2.6	-3.9%	-2.2%
30	Fc1ccc(-c2csc(-c3ccc(C4SCCS4)cc3)n2)cc1F	?	-0.1%	-0.4	6.6%	-0.5%

cpd	TRPV1 ag	Mito fusion yeast	KCNH2 3.1 inh	KCNH2 WT inh	USP2a inh
21	5.8	18.8%	-14.6	-5.6	2.2%
22	-4.6	3.1%	-8.2	-4.2	5.0%
23	18.5	-6.6%	-1.1	-20.5	0.0%
24	-2.0	-2.6%	-0.9	16.6	1.0%
25	1.9	-4.2%	1.2	2.9	-2.6%
26	1.0	-1.3%	-5.4	1.1	1.2%
27	3.1	-1.4%	15.8	1.4	-0.2%
28	-2.8	-5.0%	12.7	6.3	-0.7%
29	-0.4	3.3%	-8.8	8.4	-0.4%
30	nt	0.7%	7.0	2.0	1.9%

Quoted at random: four records from the list
cpd	mol	ELG1 repair inh	Eya2 phos inh	TSHR antagonist	AT treatment	TCR act
27	COc1ccc(OC)c(/C=c2\sc3nc(-c4cccs4)nn3c2=O)c1	-0.1%	-22.5%	7.9	-5.0%	0.6%
28	Cc1c([N+](=O)[O-])cc(S(=O)(=O)Nc2ccncc2)cc1[N+](=O)[O-]	2.0%	2.0%	-1.0	13.1%	-5.2%
23	Cc1ccc(N(C(=O)c2csnn2)C(C(=O)NC(C)(C)C)c2cccs2)cc1 (stereo not drawn)	-15.0%	-2.0%	4.4	3.4%	-2.0%
21	CCOc1ccc2nc(SCC#N)c(C#N)cc2c1	?	-2.9%	14.9	3.0%	1.8%

cpd	TRPV1 ag	Mito fusion yeast	KCNH2 3.1 inh	KCNH2 WT inh	USP2a inh
27	3.1	-1.4%	15.8	1.4	-0.2%
28	-2.8	-5.0%	12.7	6.3	-0.7%
23	18.5	-6.6%	-1.1	-20.5	0.0%
21	5.8	18.8%	-14.6	-5.6	2.2%

Next section:
cpd	mol	ELG1 repair inh	Eya2 phos inh	TSHR antagonist	AT treatment	TCR act
31	COc1ccccc1C(=O)N/C(=C\c1cn(S(=O)(=O)N(C)C)c2ccccc12)C(=O)NCCN1CCOCC1	2.7%	5.7%	-0.4	3.4%	-33.1%
32	CCCC(=O)Nc1ccc2oc(-c3cccnc3)nc2c1	?	15.9%	-6.8	0.9%	-3.2%
33	COCc1nnc(NC(=O)c2ccc(Cl)cc2[N+](=O)[O-])s1	?	4.9%	18.6	5.9%	0.0%[46.1 µM]
34	Cn1cc(CN2CCC(C(=O)Nc3ccc(Oc4ccccc4F)cc3)CC2)cn1	2.0%	-6.1%	-6.0	16.5%	-0.3%
35	Cc1ccc(/C=N/Nc2cc(C)nc(NCc3ccccc3)n2)cc1	-29.2%	2.7%	2.9	1.2%	0.7%

cpd	TRPV1 ag	Mito fusion yeast	KCNH2 3.1 inh	KCNH2 WT inh	USP2a inh
31	8.0	-6.7%	10.4	26.0	2.0%
32	2.2	2.4%	3.3	0.4	0.4%
33	0.5	-3.0%	17.8	20.4	2.4%
34	2.5	2.6%	-2.9	-14.2	3.3%
35	-0.7	-0.3%	-79.5*	26.4	1.4%

An excerpt (hit frequency here may not be typical).
